# Screening results from PubChem BioAssay.
# HDAC3 inh – blocks human histone deacetylase 3; AID 2718; 320,000 compounds, 0.15% hits; recombinant HDAC3, fluorogenic peptide/trypsin coupled, fluorescence; inhibition, % at 8.3 µM; O15379; in the data active = inhibition above about 26%, passing the limit was not always enough
# Target sequence (O15379 whole entry, looked up): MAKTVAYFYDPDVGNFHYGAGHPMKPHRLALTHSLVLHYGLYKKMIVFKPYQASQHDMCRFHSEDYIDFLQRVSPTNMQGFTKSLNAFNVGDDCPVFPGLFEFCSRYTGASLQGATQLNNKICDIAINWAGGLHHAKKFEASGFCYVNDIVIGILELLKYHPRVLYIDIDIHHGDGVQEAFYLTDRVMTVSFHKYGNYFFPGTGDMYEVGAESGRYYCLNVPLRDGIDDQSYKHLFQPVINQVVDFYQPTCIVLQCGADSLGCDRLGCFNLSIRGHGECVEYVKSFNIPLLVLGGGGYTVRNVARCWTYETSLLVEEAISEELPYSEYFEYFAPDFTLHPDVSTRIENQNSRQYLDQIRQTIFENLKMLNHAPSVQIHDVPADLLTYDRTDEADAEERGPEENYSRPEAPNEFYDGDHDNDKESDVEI
# AI-2 QS mod – Vibrio harveyi AI-2 quorum sensing modulation | Vibrio harveyi JMH597 AI-2 luminescence/OD600 ratio, 9 h; active compounds read low; strain lacks LuxN and CqsS sensors; 0 = neutral-control median | activity change, % at 7.5 µM | 300,000 compounds, 0.4% hits; in the data active = activity change below about -75%, passing the limit was not always enough;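 also: luminescence divided by OD600 gain over 9 h not by final OD600 alone; inactives centre near 13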
# Platelet DG rel – modulates dense granule release in human platelets; human platelet-rich plasma, SFLLRN dense granule ATP release, luminescence; inhibition, %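 (compounds screened at 7.5 µM in platelet-rich plasma)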; 300,000 compounds, 0.22% hits; AID 1663;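 active = mean replicate score, as percent of positive control, at or above 50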
# KLF5 inhibitor – inhibitors of KLF5 expression | DLD-1 KLF5 promoter-luciferase reporter, luminescence | inhibition, % at 5 µM | 290,000 compounds, 0.23% hits;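 active = inhibition above a per-plate limit of that plate's mean compound inhibition plus 3 SD, cut at about 60% in these data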;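 also: 0% = DMSO wells and 100% = LY294002 at 200 µM; higher means less KLF5 promoter-driven luciferase light; inactives centre near -14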
# HIF activator – HIF pathway transcriptional activation; U2OS HRE-luciferase reporter, luminescence; normalized: DMSO 0%, desferrioxamine 100%; activation, % at 7.5 µM (by protocol); 300,000 compounds, 0.32% hits; AID 1910;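 active = mean activation of at least 10% of the iron chelator positive control signal, with at least half of replicates also reaching 10%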
# IEC-6 cytotox – counter-screen for KLF5 inhibitors: cytotoxicity in IEC-6 cells | IEC-6 cytotoxicity, luminescence viability | inhibition, % at 5 µM | 290,000 compounds, 0.78% hits | AID 1825; in the data active = inhibition above about 22%;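 also: 0% = plate median of test compound wells and 100% = cytotoxic reference compound wells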
# HSF-1 act – increases HSF-1 driven luciferase reporter signal; NIH3T3-HGL HSF-1 luciferase reporter, MG132, 8 h; 100% = twice DMSO control signal; activation, % at 9 µM; 300,000 compounds, 1.7% hits; AID 504408;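 active = mean replicate activation of at least 50% with a set share of replicates each reaching 50%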;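 also: 0% = median of the neutral control wells and 100% = twice that signal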
# aSyn UTR inh – 5' untranslated region of α-synuclein, MLPCN primary screen; alpha-synuclein 5'UTR reporter, inhibitor activity; inhibition, % (tested at 7.5 µM); 300,000 compounds, 0.82% hits; AID 1813; in the data active = inhibition above about 60%;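 also: H4 neuroglioblastoma cells stably carrying SNCA 5'UTR luciferase fusion; 0% = DMSO wells and 100% = positive control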
# HSF1 inh – HSF1 inhibition. NIH3T3-HGL HSE-luciferase, MG132-induced, luminescence 8 h; active compounds read low. activity change, negative = inhibition, % at 7.5 µM (by protocol). 300,000 compounds, 0.77% hits. AID 2098;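 active = more than half of replicate wells show activity change below -50%, luminescence cut by over half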;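 also: luciferase reports HSF-1 transcriptional activity via heat shock element; 0% = median of DMSO wells and -100% = zero luminescence signal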
# HSP90 refold inh – HSP90 refolding inhibition in rabbit reticulocyte lysate; 290,000 compounds, 0.91% hits; inhibition, % at 5.6 µM; luciferase refolding luminescence, 3 h; AID 1789;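 active = inhibition above the screen-wide mean plus 3 SD, computed separately per campaign, cut at about 16% in these data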;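 also: 0% = DMSO wells and 100% = 60 µM geldanamycin wells; inhibitors lower the luminescence because luciferase stays unfolded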
# The depositor's hits bear a star; . = not tested or not shown.
nr	canonical_smiles	HDAC3 inh	AI-2 QS mod	Platelet DG rel	KLF5 inhibitor	HIF activator	IEC-6 cytotox	HSF-1 act	aSyn UTR inh	HSF1 inh	HSP90 refold inh
1	Cc1cc(=O)oc2cc(OCC(=O)c3ccccc3)ccc12	4.3	-5.5	0.0	-16.8	-0.1	14.8	-16.9	-38.9	2.4	2.4
2	N#Cc1cccc(C(c2nnnn2C2CCCC2)N2CCC(Cc3ccccc3)CC2)c1 (stereo unspecified)	9.7	10.8	-11.4	12.7	-0.5	8.4	16.2	23.7	1.5	1.0
3	COc1cccc(-c2nn(-c3ccccc3)cc2/C=C(\C#N)C(=O)NCCCn2ccnc2)c1	10.3	-2.3	-10.8	-15.2	0.8	0.6	6.4	-65.4	10.1	3.1
4	O=C(Nc1ccnn1C1CCN(CCCC2CCCC2)CC1)c1ccccc1Cl	-7.1	15.1	3.5	-13.7	-0.2	-2.7	-4.1	14.7	-0.9	-5.3
5	CC(=O)Nc1c(C(=O)N2CCOCC2)sc2nc3c(cc12)COC(C)(C)C3	1.2	18.1	-3.8	-2.3	-0.2	-2.7	-11.0	17.3	-6.8	-0.3
6	CC1CCCCC1NC(=O)C1CCC(CNS(=O)(=O)c2ccccc2)CC1 (stereo unspecified)	0.1	17.6	1.6	-24.7	-4.0	-3.7	20.6	17.4	2.4	-1.8
7	CCOc1ccc(N(C(=O)c2snc(C(N)=O)c2N)C(C(=O)NCC2CCCO2)c2ccco2)cc1 (stereo unspecified)	8.0	.	-0.5	-15.7	-0.6	-1.1	17.4	-7.4	-11.9	1.9
8	Cc1cccc(-n2nnc(C(=O)NCc3ccccc3Cl)c2N)c1	-10.4	2.3	-2.5	-32.2	0.8	-5.7	-11.2	-6.5	-2.4	-2.8
9	CC(=O)Nc1ccc(S(=O)(=O)Nc2ccccn2)cc1	-10.2	30.0	-5.7	1.6	-0.2	-9.6	-12.1	3.4	-5.5	0.5
10	CCC(C)N1CCN(C(=O)C2CCN(S(=O)(=O)c3c(C)noc3/C=C/c3ccco3)CC2)CC1 (stereo unspecified)	10.0	12.3	-4.8	-25.0	0.8	-4.9	7.8	2.8	4.7	1.0
11	Cc1ccc2occ(C(=O)c3ccco3)c(=O)c2c1	2.0	23.2	-9.3	-25.3	0.4	5.4	2.4	-5.8	5.1	-3.0
12	CCOC(=O)CC(=O)Nc1ccccc1C(=O)O	-2.1	18.2	4.1	-11.8	0.0	3.8	-7.5	2.1	-0.7	-0.2
13	CC(CCc1ccccc1)NC(=O)CSc1ccccc1 (stereo unspecified)	-5.9	28.4	12.3	-4.0	0.0	7.8	3.2	-20.9	13.1	1.0
14	O=C(Nc1ccnn1C1CCN(Cc2ccccn2)CC1)c1cccc(F)c1	4.9	6.1	15.9	-35.7	0.2	0.5	-7.9	-1.1	-2.1	1.9
15	CCOC(=O)C1CCCN(c2c(NCCc3ccccc3)c(=O)c2=O)C1 (stereo unspecified)	-13.3	9.5	2.1	-16.4	-0.5	-0.2	-29.0	26.0	-6.4	-2.1
16	Cc1cc(=O)oc2c3c(cc(OCC(=O)NCC4CCC(C(=O)O)CC4)c12)OC(C)(C)CC3 (stereo unspecified)	-153.3	2.2	1.8	-27.9	0.0	-1.8	-11.1	0.2	3.6	-0.9
17	O=C(NNC(=O)c1cccc(C(F)(F)F)c1)c1ccncc1	-3.3	15.5	-2.6	-1.5	-1.8	1.2	6.4	-4.8	-2.6	0.0
18	Cc1cc(C)c2oc(-c3ccc(C)c(NC(=S)NC(=O)c4cccs4)c3)nc2c1	11.4	3.5	-19.6	1.4	1.6	3.0	19.5	-52.4	21.3	1.0
19	Fc1cccc(NC(=S)NC2CCCCCCC2)c1	-4.0	41.4	.	-44.1	.	11.1	.	.	.	-1.1
20	CSc1cnc2c(=O)n(C)c(=O)[nH]c2n1	-3.1	5.2	-3.5	-19.7	1.9	1.7	1.4	0.0	-3.9	-0.8
21	COc1ccc(C2C(C#N)=C(C)NC3=C2C(=O)CC(C)(C)C3)cc1 (stereo unspecified)	-17.9	19.3	3.9	-20.3	-0.3	-4.8	-13.1	7.9	-10.4	-0.2
22	O=C(CCS(=O)(=O)c1ccc(Cl)cc1)Nc1ccccc1Br	-0.7	11.5	6.9	-27.4	-0.1	-10.0	-5.8	-5.0	2.5	-6.7
23	O=C(CN1CCCCC1)NCCNc1ccc(C(F)(F)F)cc1[N+](=O)[O-]	0.3	27.2	-8.2	-26.4	0.0	-2.5	-1.2	-5.4	-3.4	-4.5
24	Cc1c(N2C(=O)CSC23C(=O)Nc2ccccc23)c(=O)n(-c2ccccc2)n1C (stereo unspecified)	7.0	30.3	-15.6	-10.7	0.1	3.2	2.9	-24.1	2.6	-1.6
25	CCn1c(-c2ccsc2)nc2c1c(=O)[nH]c(=O)n2Cc1ccccc1	-0.1	28.0	6.8	-23.1	0.0	-9.7	55.7*	21.6	22.4	1.1
26	CC1C=CCC2C(=O)N(c3cccc(C(=O)Nc4ccc(Br)cc4)c3)C(=O)C12 (stereo unspecified)	0.9	-20.7	-5.5	-19.7	0.1	7.9	11.1	-41.1	-0.2	5.2
27	CN1/C(=C\C(=O)COC(=O)CN2C(=O)C3CC=CCC3C2=O)C(C)(C)c2ccccc21 (stereo unspecified)	2.7	32.1	7.5	-17.3	-1.2	-2.4	3.5	0.7	3.3	4.6
28	CN1CCN(S(=O)(=O)c2cccc(C(=O)Nc3ccccc3N3CCCC3)c2)CC1	0.1	1.6	5.3	-24.0	0.2	7.5	0.6	-10.6	0.6	-1.0
29	COc1ccc(-c2cc(C(F)(F)F)c3c(N)c(C(=O)NCCSC)sc3n2)cc1	-0.1	1.1	-3.1	0.9	0.8	5.0	1.7	8.4	-2.6	-0.6
30	O=C(CCn1c(=O)[nH]c2ccsc2c1=O)NCc1ccc(F)cc1	2.2	9.8	-2.8	-5.9	-0.2	-4.4	-1.2	-21.9	-4.0	2.4

nr	canonical_smiles	HDAC3 inh	AI-2 QS mod	Platelet DG rel	KLF5 inhibitor	HIF activator	IEC-6 cytotox	HSF-1 act	aSyn UTR inh	HSF1 inh	HSP90 refold inh
31	CCC(=O)N=c1sc2ccccc2n1-c1ccccc1	-1.3	22.8	-11.7	-16.5	0.0	-1.6	-4.6	-2.0	-5.2	-0.7
32	O=C(Nc1ccc(Br)cc1)c1cc([N+](=O)[O-])cc([N+](=O)[O-])c1	-4.2	73.5	-5.6	-14.8	-1.9	4.8	-4.5	-25.1	0.2	1.0
33	CCC1C(=O)NCCN1C(=O)c1cccc(OC2CCN(S(=O)(=O)N(C)C)CC2)c1 (stereo unspecified)	-14.7	5.5	0.2	-7.8	0.0	-1.0	13.9	-14.2	9.3	-6.0
34	O=C(/C(=C(\[O-])c1ccccc1)[n+]1ccc2ccccc2c1)c1ccccc1	-2.1	7.6	-9.4	2.7	0.5	4.5	4.4	-71.7	-3.5	-2.0
35	Cc1[nH]nc2c1C(c1ccc3c(c1)OCO3)C(C#N)=C(N)O2 (stereo unspecified)	5.2	8.3	-7.7	-13.6	0.0	-5.7	.	-8.7	.	-0.8
36	CCn1c2ccc(F)cc2c2nnc(NN)nc21	2.5	18.7	-0.9	-0.1	-0.9	-5.0	-11.7	27.9	2.0	-0.6
37	CCCCNc1c(-c2ccc(OC)c(SC3CCCCC3)c2)nc2cnccn12	11.7	15.3	1.9	.	-1.2	.	24.4	31.1	18.0	.
38	CC(=O)Nc1cccc(C(=O)N/N=C/c2cccnc2)c1	6.2	25.1	4.7	-36.1	0.1	-4.7	-1.4	22.6	-2.1	2.3
39	N=c1sccn1CC(=O)NC(=O)NC1CCCC1	-2.1	33.0	-1.1	1.0	0.4	0.0	5.9	-5.9	-8.1	2.5
40	CC(C)(C)c1ccc(C(=O)NCCN2CCOCC2)cc1	1.2	3.3	-1.6	.	-0.9	.	1.7	-189.7	1.2	.
41	Cc1nn(C)c(C(=O)N/N=C/c2cccnc2)c1Cl	4.2	18.4	8.0	3.7	-0.4	-2.4	-15.3	9.7	-7.7	-4.1
42	O=C(OCC(=O)N1CCCc2ccccc21)c1cccc(C(F)(F)F)c1	5.8	0.1	-5.4	.	-0.4	.	4.4	4.5	-0.7	.
43	CC(OC(=O)C1CC1)C(=O)Nc1ccc([N+](=O)[O-])cc1Cl (stereo unspecified)	2.6	15.5	-1.8	8.2	0.3	8.7	7.0	11.9	-3.5	-0.3
44	Cc1ccc(-c2cn(-c3ccc(OC(F)F)cc3)c3[n+]2CCCCC3)cc1	-12.4	4.9	-0.9	-6.6	-0.4	16.5	7.6	-6.1	-1.5	-3.3
45	O=C(Nc1cc(Cl)ccc1O)C1CC(c2ccccc2O)=NO1 (stereo unspecified)	11.3	2.2	-1.3	-25.3	-1.3	-2.4	8.7	19.0	3.0	-4.3
46	CC(OC(=O)c1cccc(-n2cnnn2)c1)C(=O)Nc1cccc(Cl)c1 (stereo unspecified)	-2.8	1.1	0.4	.	0.0	.	9.8	2.9	-1.3	.
47	CCc1cccc2c(C(=O)COC(=O)c3ccccc3)c[nH]c12	2.4	-0.4	6.9	-7.0	3.7	3.0	44.4	-186.1	20.5	-5.5
48	Fc1ccc(CNc2ncnc3c2cnn3-c2ccccc2)cc1	-1.2	35.1	8.3	-3.6	2.0	3.5	48.5	-70.9	7.5	2.5
49	CCc1nc2ccc(F)cc2c(C(=O)NC2CCCCC2C)c1C (stereo unspecified)	-1.9	10.6	0.0	-2.9	0.4	3.9	8.6	-39.0	4.4	3.4
50	CCOC(=O)C1CCCN(C(=O)CS(=O)(=O)Cc2ccccc2)C1 (stereo unspecified)	-4.2	37.2	-1.0	2.0	0.0	-0.3	7.4	-23.8	-8.2	-0.7
51	O=C1OCC(c2ccccc2)=C1c1ccccc1	0.8	5.3	-0.4	-3.1	0.9	-1.3	9.9	12.0	-1.0	0.4
52	COc1ccc(C(=O)COC(=O)CCN2C(=O)C3C4C=CC(C5CC45)C3C2=O)cc1 (stereo unspecified)	0.2	3.5	4.1	-14.2	0.6	-2.2	1.3	12.3	-2.2	6.5
53	CC(C)(C)NC(=O)CSc1nnc(Cc2ccccc2)n1CC1CCCO1 (stereo unspecified)	-6.1	14.3	-0.9	-43.0	0.2	2.9	-1.5	-8.4	-2.9	1.6
54	CC1=NN(c2ccccc2)C(=O)C1C(=O)c1ccc([N+](=O)[O-])cc1 (stereo unspecified)	12.1	20.4	-0.8	-1.7	0.3	-0.3	-2.5	-10.3	-2.4	-0.7
55	O=C(c1ccncc1)N1N=C(c2ccc(Br)cc2)CC1c1ccccc1O (stereo unspecified)	0.7	38.7	8.4	7.7	0.3	4.6	12.6	0.0	1.5	1.1
56	N#Cc1c(N)n(CCc2ccc(F)cc2)c2nc3ccccc3nc12	-22.5	24.6	-3.0	-34.1	0.0	-2.8	18.7	-49.3	20.6	4.6
57	CCCCNC(=O)Cc1c(OC)ccc2cc(Br)ccc12	-0.3	21.2	-3.2	-15.6	-0.3	-7.2	4.2	16.3	5.4	1.9
58	Cc1cccc(CN2[C@@H](CC(C)C)COCCS2(=O)=O)c1	5.5	-1.3	-1.2	.	0.1	.	12.7	9.7	-1.0	.
59	Cc1ccc(Oc2ccc(Cl)cc2NC(=O)c2ccc(F)cc2F)cc1	-6.5	5.8	0.9	-62.3	0.4	-1.6	-3.0	8.8	-2.4	-3.2
